SMN2 splice enh – qHTS Assay for Enhancers of SMN2 Splice Variant Expression. 210,000 tested, 2.8% active. Potency, µM (doses to about 46.1 µM), for the others: at the top dose activity change, positive = activation, most hits filed as activators. HEK293 SMN2-luciferase splicing reporter, luminescence, 30-36 h; further: % of control where 0% means no effect; nearly all actives have a fitted effect of over 55% in size
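qHTS luciferase splicing reporter: luminescence rises when SMN2 exon 7 is included in transfected HEK293 cells. Compound exposure lasted 30-36 h at 37C, with 4.5 mM final sodium butyrate as control, followed by a ONE-Glo read.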
JMJD2E inh – qHTS Assay for Inhibitors of Human Jumonji Domain Containing 2E (JMJD2E); JMJD2E catalytic domain, FDH-coupled NADH fluorescence (FDH is formaldehyde dehydrogenase); Potency, µM (titrated, usually from 57.1 µM), without a hit: at the top dose activity change, negative = inhibition, usual class: inhibitors; 230,000 tested, 1.6% active; active means well fitted inhibition curve with a large enough effect, not every such curve was filed as active; inconclusive means small, poorly fitted or top-dose-only effect, or another doubt; inactive means no such curve, though single readings can be large or run the other way;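 further: 0% = wells with enzyme and -100% = buffer wells without enzyme; nearly all actives have a fitted effect of over 50% in size; many of its hits are not listed in these tables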
Target sequence (B2RXH2 1-337 limits assumed): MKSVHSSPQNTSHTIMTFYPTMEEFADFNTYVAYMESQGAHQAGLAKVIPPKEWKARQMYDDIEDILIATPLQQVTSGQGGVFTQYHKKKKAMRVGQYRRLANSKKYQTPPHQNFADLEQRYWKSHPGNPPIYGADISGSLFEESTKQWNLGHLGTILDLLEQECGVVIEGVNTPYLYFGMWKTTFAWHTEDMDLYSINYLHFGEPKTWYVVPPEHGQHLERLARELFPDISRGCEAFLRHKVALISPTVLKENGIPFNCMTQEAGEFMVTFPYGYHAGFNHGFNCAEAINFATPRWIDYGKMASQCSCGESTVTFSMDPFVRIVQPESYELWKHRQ
Tau FP inhib – qHTS for Inhibitors of Tau Fibril Formation, Fluorescence Polarization; Microtubule-associated protein tau (Homo sapiens), P10636; K18 P301L tau heparin fibrillization, Alexa594 FP, 6 h; 280,000 tested, 0.39% active; AID 1468, 2008; Potency, µM (doses to about 57.7 µM), without a hit: top-dose activity, negative = inhibition, hits mostly inhibitors; further: on the % scale 0 is the no-effect control and ±100 the full control effect; nearly all actives have a fitted effect of over 55% in size
Target sequence (P10636 561-689 P618L limits assumed): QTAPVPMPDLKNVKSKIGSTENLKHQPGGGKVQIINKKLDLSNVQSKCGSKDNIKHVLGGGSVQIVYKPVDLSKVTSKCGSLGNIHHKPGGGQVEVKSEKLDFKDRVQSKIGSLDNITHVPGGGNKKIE
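Steps: dispense K18 P301L tau (15 uM plus 0.24 uM Alexa 594 tracer, final) in pH 7 sodium acetate; add compound; add heparin (20 uM final); incubate 6 hr, 37 C; add ThT (30 uM final); after 1 hr ambient, read FP.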
ALDH1A1 block – qHTS Assay for Inhibitors of Aldehyde Dehydrogenase 1 (ALDH1A1) | Purified ALDH1A1, NADH fluorescence, propionaldehyde substrate | Potency, µM (top dose mostly 75.3 µM), for inactives: top-dose activity, negative = inhibition, hits mostly inhibitors | 220,000 tested, 7.3% active; active means well fitted inhibition curve with a large enough effect, not every such curve was filed as active; inconclusive means small, poorly fitted or top-dose-only effect, or another doubt; inactive means no such curve, though single readings can be large or run the other way;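 further: plate controls were no enzyme wells and a reference inhibitor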
Target sequence (P00352 whole entry, looked up): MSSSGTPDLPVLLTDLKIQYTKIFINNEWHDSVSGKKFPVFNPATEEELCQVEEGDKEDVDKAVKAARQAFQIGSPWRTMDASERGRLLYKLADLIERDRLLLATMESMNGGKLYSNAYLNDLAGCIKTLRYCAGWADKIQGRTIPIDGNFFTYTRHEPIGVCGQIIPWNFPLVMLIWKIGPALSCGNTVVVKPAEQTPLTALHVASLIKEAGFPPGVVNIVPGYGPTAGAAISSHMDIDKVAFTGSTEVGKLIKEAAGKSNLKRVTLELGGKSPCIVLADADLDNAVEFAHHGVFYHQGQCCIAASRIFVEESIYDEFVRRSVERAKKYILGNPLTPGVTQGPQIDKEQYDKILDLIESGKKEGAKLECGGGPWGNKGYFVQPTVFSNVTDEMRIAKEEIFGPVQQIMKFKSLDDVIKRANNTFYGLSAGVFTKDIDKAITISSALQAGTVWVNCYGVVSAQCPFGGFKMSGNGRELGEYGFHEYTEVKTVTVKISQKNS
Tau fluor counter – Counterscreen qHTS for Inhibitors of Tau Fibril Formation, Fluorescence Polarization; Potency, µM (series often up to 57.7 µM), for the others: top-dose activity change, negative = decrease; AID 1463, 2008; tau K18 P301L Alexa594 fluorescence, heparin fibrillization; 280,000 tested, 0.93% active; further: on the % scale 0 is the no-effect control and ±100 the full control effect; nearly all actives have a fitted effect of over 55% in size
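Human K18 P301L tau (15 uM unlabeled plus 0.24 uM Alexa 594-labeled, final) in 100 mM sodium acetate pH 7 was mixed with compound and 20 uM heparin and incubated 6 hr at 37 C.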
HTT ATP protect – qHTS Multiplex Assay to Identify Dual Action Probes in a Cell Model of Huntington: Cytoprotection (ATP). PC12 HTT-Q103 induced, cytoprotection, ATP luminescence, 40 h. Potency, µM (series often up to 56.4 µM), for inactives: cytoprotection (ATP increase), actives largely listed as activators. 230,000 tested, 0.14% active;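 further: % of control where 0% means no effect; nearly all actives have a fitted effect of over 45% in size; toxic huntingtin expression switched on by the ecdysone agonist tebufenozide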
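Compounds were screened for protection of PC12 cells against cell death after tebufenozide induction (100 nM final) of mutant Huntingtin exon 1 (Q103) fused to GFP.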
HttQ103 aggreg – qHTS Multiplex Assay to Identify Dual Action Probes in a Cell Model of Huntington: Aggregate Formation (GFP) | Potency, µM (highest dose often 46.1 µM), for inactives: at the highest dose activity change, negative = inhibition, hits mostly inhibitors | PC12 HttQ103-GFP aggregates, Acumen cytometry, 40 h | AID 1688, 2009 | 220,000 tested, 1.1% active; further: on the % scale 0 is the no-effect control and ±100 the full control effect; nearly all actives have a fitted effect of over 60% in size
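PC12/HTTQ103-GFP, ecdysone-inducible; teb 100 nM; cpd qHTS titration; GFP aggregates read on laser cytometer, Ex 488/Em 500-530 nm.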
Tau fibril ThT – qHTS for Inhibitors of Tau Fibril Formation, Thioflavin T Binding | Microtubule-associated protein tau (Homo sapiens), P10636 | recombinant tau K18 P301L (four-repeat tau fragment), heparin-induced fibrillization, ThT fluorescence | Potency, µM (titrated, usually from 57.4 µM), without a hit: at the highest dose activity, negative = inhibition, hits mostly inhibitors | 270,000 tested, 2.1% active | AID 1460, 2008; further: on the % scale 0 is the no-effect control and ±100 the full control effect; nearly all actives have a fitted effect of over 55% in size
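Tau K18 P301L fragment (15 uM unlabeled plus 0.24 uM Alexa 594-labeled) in 100 mM sodium acetate pH 7 with compound, fibrillization induced by 20 uM heparin for 6 hr at 37 C. Thioflavin T (30 uM) added, fluorescence read after 1 hr (ex 450, em 510 nm).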
Starred values were filed as active, the others as inactive; ? = inconclusive; nt = no result given; [ ] = remark or other dose. Unless noted, the call rests on the fitted dose curve; in most records, active means well fitted curve in the direction sought with a large enough effect; inconclusive means small, poorly fitted or top-dose-only effect, or another doubt; inactive means no such curve, though single readings can be large; an effect the other way counts as inactive or inconclusive. Potency means the concentration at half of the fitted maximal effect.

nr | SMILES | SMN2 splice enh | JMJD2E inh | Tau FP inhib | ALDH1A1 block | Tau fluor counter | HTT ATP protect | HttQ103 aggreg | Tau fibril ThT
1 | Cc1cc(C)c2c(n1)nn1c(C)c(CCC(=O)NCc3ccc(Cl)cc3)c(C)nc21 | -5% | nt | -2% | nt | -7% | nt | nt | ?
2 | COc1ccc(C(=O)O/N=C/c2c(C(F)(F)F)nn(C)c2SCc2ccccc2Cl)cc1 | -19% | 11% | -10% | -3% | -19% | -93%[inhibitor] | 10µM* | -4%
3 | Cc1cccc(OCC(=O)NCC2CCCO2)c1C (stereo unspecified) | -16% | 7% | 1% | 9% | 3% | -5%[10 µM] | -9%[9.22 µM] | 0%
4 | O=[N+]([O-])c1ccccc1NCc1c(O)ccc2ccccc12 | nt | ? | -13% | nt | 13µM*[quencher] | -24%[10 µM] | 11%[9.22 µM] | ?
5 | CCCCC1=CC2=C(c3ccco3)C(=O)C(C)(OC(=O)c3ccc(OC)cc3)C(=O)C2=CO1 (stereo unspecified) | 4% | 5% | 3% | 1% | -6% | -39%[inhibitor] | nt | -6%
6 | CCOc1ccc(-c2cnc(N)n2C)cc1 | nt | -8% | 1% | 5% | -21% | -12%[10 µM] | 1%[9.22 µM] | ?
7 | CCC(C(=O)Nc1ccc(C(C)C)cc1)c1ccccc1 (stereo unspecified) | -5% | 6% | -10% | 0% | -8% | nt | nt | 1%
8 | COc1ccc(Cl)cc1S(=O)(=O)N1CCN(Cc2ccc3c(c2)OCO3)CC1 | ? | 0% | -3% | -3% | -14% | 8% | -9% | -3%
9 | Cc1cccc(NC(=O)CN2C(=O)c3cccc4cccc2c34)c1C | -11% | nt | -2% | nt | 5% | nt | nt | 6%
10 | COc1ccc(-c2noc(CN(C)C3CCOCC3)n2)cc1 | nt | -4% | 10% | -9% | -2% | 31%[10 µM] | 8%[9.22 µM] | -6%
11 | Cc1cc(C(=O)COC(=O)C2=NNC(=O)CC2)c(C)n1-c1ccccc1 | -4% | -1% | 1% | 16µM* | -8% | -22% | -19% | -21%
12 | CCOC(=O)NC(=O)/C(C=Nc1ccc(Cl)cc1)=C(\C)O | 5% | 3% | 8% | 7% | 3% | -25% | 21% | 2%
13 | CCC(=O)Nc1ccc(C(=O)CSc2nnc(-c3ccc(O)cc3)n2CC2CCCO2)cc1OC (stereo unspecified) | -19% | -29% | 1% | ? | -1% | -19% | -17% | -8%
14 | C#CC1(NC(=O)NC(C)C)CCCCC1 | -3% | 10% | 2% | 8% | 1% | -32%[inhibitor][1.9 µM] | 2%[9.22 µM] | -4%
15 | Cc1ccc(C)c(OCCCC(=O)Nc2nccs2)c1 | -17% | 5% | 3% | 7% | -9% | -22% | 15% | -13%
16 | CCOC(=O)C1CCN(C(=O)COc2ccc(N(C)S(=O)(=O)c3cccs3)cc2)CC1 | -1% | 1% | 2% | 7% | -7% | -6% | -5% | 4%
17 | CC1(C)C(=O)C(c2ccccc2)=C2CN3C(=O)N(CCc4ccccc4)C(=O)C3(Cc3ccccc3)C=C21 (stereo unspecified) | -17% | -10% | -4% | -29% | -15% | -1% | nt | -15%
18 | CC(C)COCC1CC2(CC(C)C(=O)CC2=O)C(=O)O1 (stereo unspecified) | 4% | 3% | 0% | -4% | -3% | -20% | 3% | ?
19 | Cc1ccc(C(=O)Nc2cccnc2Oc2ccc(Cl)cc2)cc1 | nt | ? | -8% | 3% | -22% | -9%[10 µM] | -6%[9.22 µM] | -17%
20 | O=C(CSCc1nc2ccccc2[nH]1)N1CCN(c2ccc(F)cc2)CC1 | -64%[inhibitor] | 2% | 1% | -3% | -10% | -21% | ? | ?
21 | CCCCNc1nc(Oc2ccc(=O)n(C)n2)nc(N(C)C)n1 | ? | nt | -1% | nt | -3% | nt | nt | 1%
22 | CCCn1c(N)c(C(=O)CSc2nc3ccccc3n2CCC#N)c(=O)n(C)c1=O | 13% | 9% | -6% | -17% | -8% | 17%[10 µM] | 13% | -12%
23 | Cc1ccc(C(=O)c2cc3c(cc2N)OCCO3)cc1 | ? | 1% | 15% | 9% | ? | -22% | -32% | ?
24 | CC(C)(C)[C@H]1C=C(C(=O)NC2CC2)O[C@@H](OCCCCO)C1 | nt | 3% | -9% | -11% | 0% | 15%[10 µM] | -6%[9.22 µM] | 2%
25 | COC(=O)[C@@]1(Cc2ccc(F)cc2)[C@H]2c3cc(C(=O)N4CCCC4)n(Cc4ccccn4)c3C[C@H]2CN1C(=O)c1ccccc1 | -9% | -23% | -2% | 7% | -2% | 26% | nt | -16%
26 | CCNC(=S)N1CCC(C(=O)c2ccc3c(c2)OCCO3)CC1 | -17% | -18% | -6% | 0% | -8% | 1%[10 µM] | -21%[9.22 µM] | -15%
27 | O=S(=O)(Nc1cccc(-c2nnco2)c1)c1ccc(Cl)cc1 | nt | -1% | 5% | 13% | -14% | 9%[10 µM] | 6%[9.22 µM] | -8%
28 | CC(=O)Nc1cccc(C(=O)/C=C/c2ccc(/C=C/C(=O)c3cccc(NC(C)=O)c3)cc2)c1 | -68%[inhibitor] | 9% | -11% | -2% | ? | 20%[10 µM] | 21% | ?
29 | O=C(N/N=C/c1cnc2ccccc2n1)c1cccc(F)c1 | ? | ? | 0% | ? | -4% | -5%[10 µM] | -17% | ?
30 | S=c1[nH]ccn1-c1cccc(Cl)c1Cl | nt | -1% | 1% | nt | 0% | 1%[10 µM] | 9%[9.22 µM] | -1%
31 | Cc1ccc([C@@H]2C3COCC=C3C(C#N)=C(N)C2(C#N)C#N)o1 (stereo partly specified) | 3% | ? | ? | ? | -16% | -17%[0.074 µM] | 23% | 25µM*
32 | O=C(O)c1ccccc1-c1ccccc1C(=O)Nc1cccc(Br)c1 | nt | -14% | -1% | 8% | -15% | -3%[10 µM] | -7%[9.22 µM] | -15%
33 | O=c1cc(CSCc2ccc(Cl)cc2)[nH]c(=O)[nH]1 | nt | -3% | -1% | nt | -14% | -13%[10 µM] | 13%[9.22 µM] | -8%
34 | CCCOc1cccc(NC(=O)OC2CCN(C)CC2)c1 | -8% | 0% | 6% | -15% | -8% | nt | 19% | -9%
35 | Cc1cc(C(=O)Nn2c(C)nc3ccccc3c2=O)ccc1[N+](=O)[O-] | -3% | -3% | 5% | ? | -1% | -27% | 4% | -6%
36 | COC(=O)c1ccccc1NC(=O)NCCc1ccccc1OC | 13µM* | -3% | -4% | ? | -7% | -25% | ? | -5%
37 | CCCCN1C(=O)c2ccc(C(=O)Nc3ccccc3N3CCOCC3)cc2C1=O | -6% | -5% | -5% | 0.89µM* | -4% | 6% | 21% | -7%
38 | c1ccc(CN2CCC3(CC2)Nc2ccccc2S3)cc1 | nt | -10% | -2% | nt | -22% | 37%[10 µM] | 32%[9.22 µM] | -14%
39 | CCOC(=O)c1cnc2ccc(C)cc2c1Nc1ccc(N(CC)CC)cc1 | -62%[inhibitor] | nt | ? | nt | ? | nt | nt | 13µM*
40 | COc1ccc(Cc2nnc(NC(=O)CSc3ccccc3)s2)cc1OC | -2% | 3% | -2% | -11% | 4% | -30%[10 µM] | -2% | 10%
41 | Cc1csc(Nc2ccc(Cl)cc2)n1 | ? | -7% | 8% | ? | ? | -26% | 22% | ?
42 | COc1ccc(C(=O)NC2CCN(C(=S)Nc3ccc(C)cc3)CC2)cc1 | nt | 3% | -3% | 3% | -10% | 3%[10 µM] | 15%[9.22 µM] | -14%
43 | CCOC(=O)C1CCN(c2c(Nc3ccc4c(c3)OCCO4)c(=O)c2=O)CC1 | -9% | -7% | 10% | ? | -13% | -21% | -16% | -12%
44 | CN1CCN(C(=O)C2=C[C@H](C3CCCCC3)C[C@H](OCc3ccc(CO)cc3)O2)CC1 | nt | 0% | 0% | ? | -3% | 17%[10 µM] | 4%[9.22 µM] | 0%
45 | CCCSc1nnc(CSc2nc3nc(C)cc(C)n3n2)o1 | -10% | 10% | -2% | 5% | -2% | -19% | 2% | -1%
46 | c1ccc(C2OC3c4cccc5cccc(c45)C3N2c2ccccc2)cc1 (stereo unspecified) | -27% | -12% | 2% | ? | -6% | 25%[10 µM] | 11µM* | -2%
47 | COc1ccccc1CNC(=O)c1ccc(NS(=O)(=O)c2c(C)noc2C)cc1 | 21% | -3% | -15% | 3% | -17% | -30% | 21% | -20%
48 | Cc1ccc(C)c(NC(=O)CN(C)C(=O)c2cc3ccccc3o2)c1 | 4% | -7% | 0% | -4% | 4% | nt | 3% | 12%
49 | COc1cc(NS(=O)(=O)c2ccc(NC(=O)COc3ccc(Cl)cc3Cl)cc2)nc(OC)n1 | -9% | nt | 3% | nt | -17% | nt | nt | -1%
50 | COc1ccc(NC(=O)C2CCCN2S(=O)(=O)c2ccc(F)cc2)cc1 (stereo unspecified) | -15% | -13% | 2% | ? | -1% | -10% | -4% | -6%
51 | Cc1nc(CNS(=O)(=O)c2ccc(Oc3ccccc3)cc2)cs1 | -107%[inhibitor] | 1% | 2% | 19% | 0% | 0%[10 µM] | 10µM* | 5%
52 | O=C(O)C1CCCCC1C(=O)Nc1ccccn1 (stereo unspecified) | 6% | 9% | 0% | -4% | -1% | -2% | 11% | -11%
53 | O=C(Nc1ccc(Cl)cn1)c1ccc([N+](=O)[O-])o1 | -14% | 1% | 10% | -4% | -3% | 10%[10 µM] | 27%[9.22 µM] | ?
54 | Cc1csc(-c2cnn(-c3ccccc3)c2NC(=O)c2ccccc2)n1 | -4% | 6% | 12% | -4% | 3% | -7% | 23% | -7%
55 | COc1ccc(N(C)S(=O)(=O)c2cccc(C(=O)NC3CCCC3)c2)cc1 | -84%[inhibitor] | -2% | 6% | 2% | 12% | nt | 26% | 14%
56 | COc1ccc(OCCSc2nnc(C)n2-c2ccccc2)cc1 | 6% | 2% | 0% | 10% | -2% | 19%[1.9 µM] | -28% | -13%
57 | CC(=O)c1c(N2CCN(Cc3ccccc3)CC2)nc(=S)n(-c2ccccc2)c1C | 4% | ? | -5% | -10% | -9% | -38% | -26% | ?

Some of the compounds tested (hit frequency here may not be typical).
